G6PDH counter: L. mesenteroides G6PDH inhibition counter-screen; inhibition, % at 5 µM; Purified L. mesenteroides G6PDH, diaphorase/resazurin coupled fluorescence, 45 min; 0.12% of 200,000 active; AID 1020; in the data active = inhibition above about 50%
STAT1 blocker: STAT1 signaling inhibition. NIH 3T3 STAT1-luciferase reporter, IFN-gamma, luminescence. inhibition, % at 5.5 µM. 0.35% of 200,000 active. AID 920;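 active = inhibition above a set limit, the mean inhibition across all tested compounds plus 3 SD, cut at about 34% in these data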;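 also: 0% = IFN-gamma with DMSO and 100% = IFN-gamma with 300 µM nifuroxazide; values of inactives mirror those of a sister screen read the other way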
APP 5UTR inh: APP translation inhibition; SH-SY5Y APP 5'UTR-luciferase reporter, luminescence; inhibition, % at 2 µM; 0.82% of 190,000 active;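 active = inhibition above a set limit, derived from the sample mean plus 3 SD, cut at about 45% in these data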; also: values of inactives mirror those of a sister screen read the other way
STAT3 act: activators of IL-6 induced STAT3 signaling. U3A cells, IL-6 STAT3-luciferase reporter, luminescence; 100% = signal with IL-6 EC80 alone. activation (% of control), % at 5.6 µM. 0.91% of 190,000 active. AID 871;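 active = activation above the screen-wide mean of compound activation plus 3 SD, cut at about 130% in these data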;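 also: 0% = background luminescence of wells with medium and substrate only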
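Test system: STAT3-luciferase reporter U3A cells; Detection: reporter luminescence signal; Times: 1 h compound pre-exposure, 6 h IL-6 stimulation, 37 °C; Benchmarks: IL-6-only high control; Also added: IL-6 stimulus at 33 ng/mL final.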
Diaphorase act: diaphorase activation or chemical reduction counter-screen. Diaphorase/resazurin coupled assay, resorufin fluorescence, 16 min; stronger effect = higher value; 1 = vehicle wells, 0 = NADH-free wells. activation factor at 20 µM. 0.005% of 190,000 active. AID 1229;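 active = diaphorase activity raised at least twofold by the compound at 20 µM; inactive = activation factor below 2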
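Test system: Clostridium kluyveri diaphorase, purified enzyme. Buffer or medium: 50 mM HEPES pH 7.4 buffer plus MgCl2 and Tween 20. Also added: 0.114 mM NADH and 0.1 mM resazurin, final amounts. Dosing: compound 20 µM once, DMSO 1%. Schedule: 16 min enzyme reaction, ambient temperature. Detection: fluorescence of resorufin, 544 nm excitation, 590 nm emission.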
STAT3 blocker: STAT3 signaling inhibition. U3A cells, IL-6 STAT3-luciferase reporter, luminescence; host cell line lacks STAT1. inhibition, % at 5.5 µM. 0.89% of 190,000 active. AID 862;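 active = inhibition above the mean inhibition across all screened compounds plus 3 SD, cut at about 44% in these data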;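 also: 0% = DMSO only wells and 100% = 100 µM nifuroxazide control wells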
Hsp70 activator: Hsp70 transcriptional activation, primary screen | HeLa Hsp70 promoter luciferase reporter, luminescence; scaled: vehicle 0, proteasome-inhibitor control 100% | activation, % at 10 µM | AID 1203 | 0.04% of 200,000 active;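 active = activation above the mean across all tested compounds plus 3 SD, cutoff set per campaign, cut at about 5.5% in these data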;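 also: 100% = MG132 at 30 µM as the positive control and 0% = DMSO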
TLR4-MyD88 BLA: blocks binding of human TLR4 to MyD88. O00206+Q99836. HeLa CL3-4 TLR4/MyD88 BLA complementation, FRET ratio. inhibition, % at 8.4 µM. 0.18% of 200,000 active; in the data active = inhibition above about 25%;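 also: 0% = vehicle and 100% = reference inhibitor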
Target sequence (O00206 whole entry, looked up): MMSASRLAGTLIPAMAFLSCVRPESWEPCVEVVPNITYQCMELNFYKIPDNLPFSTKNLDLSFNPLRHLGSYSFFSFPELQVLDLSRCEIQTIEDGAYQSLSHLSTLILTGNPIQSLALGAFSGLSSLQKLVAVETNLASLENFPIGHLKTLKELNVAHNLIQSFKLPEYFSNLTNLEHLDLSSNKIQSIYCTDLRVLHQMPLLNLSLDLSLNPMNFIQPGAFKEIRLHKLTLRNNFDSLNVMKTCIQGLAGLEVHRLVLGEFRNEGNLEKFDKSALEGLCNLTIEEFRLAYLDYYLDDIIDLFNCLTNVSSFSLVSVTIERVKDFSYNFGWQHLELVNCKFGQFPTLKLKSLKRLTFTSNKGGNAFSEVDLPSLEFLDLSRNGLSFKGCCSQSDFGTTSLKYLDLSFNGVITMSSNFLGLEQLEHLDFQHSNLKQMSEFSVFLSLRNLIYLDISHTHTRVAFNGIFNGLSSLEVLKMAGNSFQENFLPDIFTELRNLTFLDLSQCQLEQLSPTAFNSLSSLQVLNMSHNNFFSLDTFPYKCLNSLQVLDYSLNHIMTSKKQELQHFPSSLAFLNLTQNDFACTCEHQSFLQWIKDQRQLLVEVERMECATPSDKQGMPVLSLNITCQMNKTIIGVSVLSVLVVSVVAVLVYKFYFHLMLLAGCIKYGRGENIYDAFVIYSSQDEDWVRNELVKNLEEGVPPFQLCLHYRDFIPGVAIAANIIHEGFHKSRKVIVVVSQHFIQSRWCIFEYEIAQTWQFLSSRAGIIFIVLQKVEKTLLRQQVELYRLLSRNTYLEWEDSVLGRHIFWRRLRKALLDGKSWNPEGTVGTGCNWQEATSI
Target sequence (Q99836 whole entry, looked up): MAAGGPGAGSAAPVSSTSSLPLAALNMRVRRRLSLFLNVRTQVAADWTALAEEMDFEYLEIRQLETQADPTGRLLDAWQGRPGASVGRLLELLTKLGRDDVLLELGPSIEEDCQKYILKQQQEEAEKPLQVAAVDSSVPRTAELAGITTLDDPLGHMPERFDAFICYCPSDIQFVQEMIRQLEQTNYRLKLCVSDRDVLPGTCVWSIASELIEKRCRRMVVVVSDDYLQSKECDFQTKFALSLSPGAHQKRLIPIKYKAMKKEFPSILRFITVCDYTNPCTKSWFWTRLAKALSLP
STAT1 activator: increases IFN-gamma driven STAT1 reporter signal; 2.6% of 200,000 active; activation (% of control), % at 5.5 µM; NIH 3T3 STAT1-luciferase reporter, luminescence; 100% = IFN-gamma alone, no compound;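 active = activation above the screen-wide mean activation plus 3 SD, cut at about 130% in these data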;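 also: raw ratio to IFN-gamma control signal so 100% means no change and 0% no light; values of inactives mirror those of a sister screen read the other way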
Diaph inh CS: inhibits diaphorase or chemically oxidizes, flagging diaphorase assay artifacts; inhibition, % at 20 µM; 0.69% of 190,000 active; diaphorase resazurin-to-resorufin fluorescence, NADH, 16 min; bacterial (C. kluyveri) enzyme, not human;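 active = primary screen inhibition at 20 µM above a set limit, cut at about 50% in these data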;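 also: plate controls were DMSO with full reaction for no effect and wells lacking NADH for full effect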
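Assay system: diaphorase enzyme from Clostridium kluyveri; Input: enzyme working solution with 0.14 U/mL diaphorase; Timing: 16 min at room temperature; Technique: resorufin fluorescence, excitation 544 nm, emission 590 nm; Benchmarks: positive control minus NADH, DMSO neutral control.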
* = called active by the depositor; & = joins results of further samples.

Molecule,Diaphorase act,G6PDH counter,Hsp70 activator,STAT3 blocker,TLR4-MyD88 BLA,Diaph inh CS,STAT3 act,STAT1 activator,STAT1 blocker,APP 5UTR inh
CC(NC(=O)c1ccc(-c2cc(C(F)(F)F)ccc2Cl)o1)c1ccccc1 (centres undefined),0.8,5,0.0,6,-10,16,95,96,5,5
CCn1c(COc2ccc(C)cc2)nnc1SCC(=O)Nc1ccc(S(N)(=O)=O)cc1,0.9,3,-0.3,11,-3,8,92,86,15,11
COc1ccc(NC(=O)c2cc([N+](=O)[O-])ccc2N2CCN(C)CC2)cc1,0.9,6,-0.1,-6,13,12,109,105,-7,-6
O=C(Nc1nc2ccccc2s1)c1ccc(OCC2CCCO2)cc1 (centres undefined),0.9,-24,-0.3,19,-8,15,86,177*,-87,-122
CSc1nnc(-c2ccc(F)cc2)o1,0.9,-6,0.1,17,9,14,92,108,-8,-3
O=C(CCc1nnc(CCCc2ccccc2)o1)NCC(F)(F)F,0.5,10,0.0,2,4,50*,103,123,-24,-19
N#C/C(=N\Nc1ccc(Cl)cc1)C(=N)N1CCCCCC1,0.9,4,0.1,33,-7,7,75,158*,-63,-236
COc1ccc(CCNS(=O)(=O)c2ccc3c(c2)n(C)c(=O)c(=O)n3C)cc1OC,0.9,-8,-0.3,9,3,14,100,105,-5,-12
CC(C)(C)C(=O)Nc1ccc(N2CCCC2)cc1,1,5,-0.2,8,4,5,95,104,-4,-7
CCC(c1nnnn1C1CCCCC1)N1CCN(C2CCCC2)CC1 (centres undefined),0.9,3,0.3,11,-17,10,94,98,2,-5
CCN1C(=O)C2(C(C#N)=C(N)Oc3c2c(C)nn3-c2ccccc2)c2ccccc21 (centres undefined),0.7,28,-0.1,-1,2,30,105,96,5,-6
CC(C#N)Sc1ncnc2sc3c(c12)CCC3 (centres undefined),1,-3,-0.6,-3,6,2,107,95,5,-4
CCNC(=S)NNC(=O)c1cccnc1,0.9,3,-0.3,-4,-5,11,105,107,-8,-4
Cc1ccc(C2=[N+]([O-])C3(CCCCC3=O)N(O)C2(C)C)cc1 (centres undefined),1.1,2,-0.5,0,3,-7,100,107,-8,7
Cc1csc(SCC(=O)Nc2cc(C(C)(C)C)nn2-c2ccccc2)n1,0.8,5,-0.1,-2,8,22,105,95,7,-14
COC(=O)CCCCCc1ccc(C(C)=O)s1,0.9,14,-0.3,11,-14,14,95,96,5,-7
CC(C)NC(=O)C1CCN(C2CCN(C(=O)c3scc4c3CCCC4)CC2)CC1,1,13,0.0,-3,-2,-1,108,86,14,-1
O=C(N/N=C/c1cccs1)/C(=C/c1ccccc1)NC(=O)c1ccccc1,0.9,4,-0.3,21,9,15,84,91,10,3
COc1ccc(-n2nc(C(=O)NCC(=O)NCc3ccc(F)cc3)c3ccccc3c2=O)c(OC)c1,0.9,2,-0.1,-7,-15,6,110,100,0,-27
Cc1cc(C)[n+]2n1C(=O)C(c1ccccc1)=C2[O-],1&0.9,3&0,-0.3&0.0,-6&-7,4&11,-4&7,111&108,106&112,-8&-13,-27&4
CCCCOCP(=O)(CC)COCCCC,0.9,0,-0.1,1,-12,8,101,105,-6,11
CC(C)Nc1nc(NC(C)C)nc(SCCOC(=O)Nc2ccc(Cl)cc2Cl)n1,0.7,4,-0.3,6,-11,30,98,88,13,-14
O=C(COC(=O)CCC(=O)c1cccs1)NC(=O)c1ccc(OC(F)F)cc1,0.9,4,-0.1,6,2,6,98,103,-4,3
Cc1c(C(=O)NC2CCCc3ccccc32)oc2ccc(S(=O)(=O)N3CCCCC3)cc12 (centres undefined),1,3,-0.6,19,0,0,86,98,2,5
CC(CC(=O)Nc1ccc2c(c1)OCCO2)c1ccccc1 (centres undefined),0.9,-12,-0.3,-3,17,15,107,120,-22,-45
CCOc1cc2[nH]c(=S)n(CCC(=O)N3CCc4ccccc4C3)c(=O)c2cc1OCC,0.9,11,0.2,10,2,10,101,101,-1,13
CCCCNc1nc2c(S(=O)(=O)c3ccccc3)nnn2c2ccccc12,1,4,-0.3,2,-10,3,100,102,-3,-38
O=C(COc1nncc2ccccc12)NCCC1=CCCCC1,0.9,-2,0.0,6,8,8,98,102,-2,2
Cc1ccc2c(c1)CCCN2C(=O)C1CCCO1 (centres undefined),0.8,7,-0.2,2,10,19,101,102,-2,7
CC(C)(C)NC(=O)C(OC(=O)c1cccs1)c1ccc(F)cc1 (centres undefined),0.9,7,0.1,2,3,10,103,95,7,-4

The closing two compounds of the part before come first, to join the parts.
Molecule,Diaphorase act,G6PDH counter,Hsp70 activator,STAT3 blocker,TLR4-MyD88 BLA,Diaph inh CS,STAT3 act,STAT1 activator,STAT1 blocker,APP 5UTR inh
Cc1ccc2c(c1)CCCN2C(=O)C1CCCO1 (centres undefined),0.8,7,-0.2,2,10,19,101,102,-2,7
CC(C)(C)NC(=O)C(OC(=O)c1cccs1)c1ccc(F)cc1 (centres undefined),0.9,7,0.1,2,3,10,103,95,7,-4
CSc1nnc(-c2ccccc2Cl)o1,0.9,-5,-0.1,1,-16,9,99,107,-8,-22
Cc1ccc(-n2nc(-c3cccnc3)cc2C(=O)N2CCOCC2)c(C)c1,0.8,7,-0.5,-8,13,24,107,103,1,13
CCOC(=O)CSc1nc(C2CC2)nc2ccccc12,1,6,-0.2,-7,3,-3,108,96,4,-2
COC(=O)c1ccccc1NC(NC(=O)c1ccco1)C(=O)c1ccc(C)cc1 (centres undefined),0.8,7,-0.1,-3,-3,21,107,98,2,-6
C[C@H]1C[C@H]2[C@@H]3CCC4=CC(=O)C=C[C@]4(C)[C@@]3(Cl)[C@@H](O)C[C@]2(C)[C@@]1(O)C(=O)CO,1,10,-0.4,17,-9,-4,87,113,-14,-66
C/C(=N/O)c1cc(C(C)(C)C)c(O)c(C(C)(C)C)c1,0.9,0,0.0,4,-9,14,102,101,-1,0
CN(CC(=O)Nc1ccccn1)S(=O)(=O)c1ccc(Cl)cc1,0.9,10,-0.1,-1,9,7,104,98,2,0
C=CCC(NCc1ccccc1)c1ccco1 (centres undefined),0.8,-3,-0.2,2,1,15,102,100,-2,4
CCS(=O)(=O)n1nc(-c2ccc(C)cc2)nc1N,0.9,0,-0.2,16,-7,6,89,96,4,-18
CC1SC(c2ccccc2)N(CC(O)c2ccc([N+](=O)[O-])cc2)C1=O (centres undefined),1,1,-0.1,4,-7,2,98,92,7,-1
C/C(N)=C(/C#N)C(=O)COC(=O)c1ccc(O)cc1,0.9,5,-0.2,5,-1,6,96,100,0,6
COc1ccc(-c2ccn(-c3cccc(F)n3)n2)cc1,0.9,9,0.0,-10,-7,12,110,154*,-59,-138
COc1cccc(NC(=O)COC(=O)CCOc2ccccc2OC)c1,0.9,5,-0.3,8,-14,9,101,97,4,-26
CC1c2c([nH]c3ccccc23)CCC1C(=O)O (centres undefined),0.9,1,-0.4,-2,2,7,104,109,-10,3
OCCNCCSc1ccc(Cl)cc1,0.8,7,-0.4,2,3,21,101,95,3,6
COc1ccc(-c2nnc(SCC(=O)NC(=O)NCc3ccco3)o2)cc1,0.7,-6,-0.3,8,-10,29,97,96,4,0
COC(=O)c1ccc(C2/C(=C(/O)c3ccc(OC)cc3)C(=O)C(=O)N2CC2CCCO2)cc1 (centres undefined),0.9,-15,0.0,-3,4,10,105,100,0,-2
O=C(CN(C(=O)c1ccccc1Cl)N1C(=O)CCCC1=O)c1ccc(Cl)cc1,1,12,-0.3,8,1,2,98,100,-2,-4
Clc1ccc(Cn2nc(-c3ccccc3)nc2-c2ccccc2)cc1,0.8,14,-0.1,-8,8,16,110,106,-7,9
COCCn1c(SCC(=O)Nc2sc(C)c(C)c2C#N)nnc1-c1ccc(OC)cc1,0.7,5,0.0,4,-2,32,101,99,1,-8
CSc1ccccc1NC(=O)CSc1n[nH]c(N)n1,0.9,0,-0.2,6,0,6,99,102,-3,0
CCC(=O)Nc1ccc(Cl)c(NC(=O)c2cccnc2)c1,0.9,9,-0.2,2,5,8,102,104,-4,-6
CCn1c(CCNC(=O)c2ccccc2Cl)n[nH]c1=S,0.9,3,-0.4,9,2,10,97,98,2,-5
CN(C(=O)c1cc(-n2cnnc2)ccc1Cl)c1ccccc1,0.9,-4,-0.3,-8,1,11,105,115,-17,-17
Cc1cccc(-c2noc(CCC(=O)Nc3ccccc3)n2)c1,0.9,-9,-0.2,11,0,7,94,96,5,-7
Cc1sc2ncnc(-n3nnc4ccccc43)c2c1C,0.9,1,-0.2,9,5,8,95,104,-6,2

Screening data (PubChem)
